Source: PubChem
PRMT1 FP inh: inhibitors of human PRMT1 | Q99873 | recombinant PRMT1, activity-based probe fluorescence polarization | inhibition, % at 2.79 µM | 370,000 compounds, 1.3% hits;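 active means inhibition above about 21% made by adding two undisclosed values, limit read from the data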
Rev-erbA mod: modulates human Rev-erb alpha binding to DNA | activity, % at 10 µM | Rev-erbα–FITC-DNA binding, fluorescence polarization, 90 min | P20393 | 370,000 compounds, 0.79% hits;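 active means activity above about 14%, limit read from the data; passing the limit was not always enough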;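 further: 0% = DMSO wells with 35 nM protein and 100% = DMSO wells with 750 nM protein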
LEDGF integ inh: blocks HIV-1 LEDGF/p75-dependent DNA integration. TR-FRET IN-LEDGF/p75 DNA integration, Eu/Cy5. inhibition, % at 3.7 µM. 370,000 compounds, 0.64% hits;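 active means inhibition above the screen-wide mean plus 3 SD, cut at about 13% in these data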;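 further: signal is the Cy5 over europium emission ratio at 671 and 618 nm; 0% = plate median of compound wells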
rCAG binder: binds r(CAG) RNA repeats. r(CAG) RNA repeat, TO-PRO-1 dye displacement fluorescence. inhibition, % at 3 µM. 370,000 compounds, 1.3% hits. AID 651821;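 active means inhibition above the plate cutoff, the mean of all test compounds on that plate plus 3 SD, cut at about 35% in these data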;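 further: 0% = DMSO alone and 100% = 100 µM mitoxantrone as full dye displacement; higher means more dye released from RNA so lower well fluorescence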
TDP2 inh: TDP2 (human) inhibition, absorbance primary screen. 370,000 compounds, 0.34% hits. AID 720702. inhibition, % at 12.8 µM. recombinant TDP2, T5PNP hydrolysis, p-nitrophenol absorbance 415 nm;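 active means inhibition above the mean of all tested compounds plus 3 SD, set per campaign, cut at about 25% in these data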;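 further: 0% = DMSO with enzyme and 100% = buffer with substrate but no TDP2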
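test system = human TDP2 enzyme | input = TDP2 enzyme at 120 nM final | medium = 50 mM Tris-HCl pH 7.5 with Mg2+, KCl, DTT, BSA | also added = T5PNP substrate, 5 mM | times = 2 h at 37 °C | technique = epi absorbance | benchmarks = high control without enzyme, low control DMSO plus TDP2 | replication = each compound tested once, singlicate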
SIAE primary: blocks human sialic acid acetylesterase; AID 1053197; inhibition, % at 9.66 µM; SIAE FP-Rh probe binding, fluorescence polarization; 370,000 compounds, 0.69% hits;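 active means inhibition above a cutoff: mean of compounds within the control limits plus 3 SD of those, cut at about 17% in these data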;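 further: 0% = plate median of compound wells and 100% = probe without SIAE protein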
Target sequence (Q9HAT2 whole entry, looked up): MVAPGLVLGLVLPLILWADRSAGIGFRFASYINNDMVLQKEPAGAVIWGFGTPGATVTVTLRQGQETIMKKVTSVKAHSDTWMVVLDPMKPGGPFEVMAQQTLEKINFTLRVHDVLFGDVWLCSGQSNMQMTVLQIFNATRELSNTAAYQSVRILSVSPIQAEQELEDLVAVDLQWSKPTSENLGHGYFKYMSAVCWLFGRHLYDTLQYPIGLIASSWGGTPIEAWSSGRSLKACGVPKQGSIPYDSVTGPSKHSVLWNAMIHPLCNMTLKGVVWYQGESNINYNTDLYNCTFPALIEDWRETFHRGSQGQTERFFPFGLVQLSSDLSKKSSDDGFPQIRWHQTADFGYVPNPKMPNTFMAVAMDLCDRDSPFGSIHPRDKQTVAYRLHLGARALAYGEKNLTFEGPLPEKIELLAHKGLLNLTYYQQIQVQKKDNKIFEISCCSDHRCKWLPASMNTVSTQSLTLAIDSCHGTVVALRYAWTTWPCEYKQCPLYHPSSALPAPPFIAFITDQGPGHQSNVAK
TCR CD3 inh: inhibitors of human TCR-CD3 interaction | TAMRA-labeled TCR probe fluorescence, biochemical | 360,000 compounds, 0.37% hits | inhibition, % at 9.4 µM | AID 651800; in the data active means inhibition above about 19%;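 further: recombinant mutant TCR 2C K166C tagged with TAMRA read by polarization; 0% = receptor in buffer alone and 100% = receptor with positive control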
HTRA1 inhibitor: blocks human HTRA1 serine peptidase | AID 504803 | inhibition, % at 5.96 µM | 340,000 compounds, 0.5% hits | Q92743 | recombinant HTRA1, FP-rhodamine activity-based probe, fluorescence polarization; in the data active means inhibition above about 36%;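 further: 0% = enzyme with DMSO and 100% = wells lacking enzyme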
Target sequence (Q92743 whole entry, looked up): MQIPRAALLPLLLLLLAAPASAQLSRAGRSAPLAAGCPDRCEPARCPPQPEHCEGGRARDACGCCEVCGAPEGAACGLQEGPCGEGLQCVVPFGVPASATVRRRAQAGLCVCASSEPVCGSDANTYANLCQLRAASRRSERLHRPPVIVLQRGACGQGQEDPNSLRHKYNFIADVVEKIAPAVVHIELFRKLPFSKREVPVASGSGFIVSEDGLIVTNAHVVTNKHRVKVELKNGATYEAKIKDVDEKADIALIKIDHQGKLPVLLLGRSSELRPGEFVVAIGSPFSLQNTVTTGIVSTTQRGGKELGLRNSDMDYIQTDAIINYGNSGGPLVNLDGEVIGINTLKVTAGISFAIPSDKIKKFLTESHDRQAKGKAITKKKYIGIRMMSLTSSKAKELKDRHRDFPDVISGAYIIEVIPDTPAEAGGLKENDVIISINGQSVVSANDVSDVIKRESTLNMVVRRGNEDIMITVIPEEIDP
mABHD4 FP: ABHD4 (mouse) inhibition, primary FP screen | Q8VD66 | purified mABHD4, FP-Rh probe fluorescence polarization | inhibition, % at 8.92 µM | 370,000 compounds, 0.54% hits | AID 720543;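 active means inhibition exceeding the mean over every tested compound plus 3 SD, cut at about 30% in these data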;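 further: 0% = plate median of compound wells and 100% = S159A mutant with DMSO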
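Material: mouse ABHD4 enzyme, wild type; Benchmarks: S159A mutant high control, sample median low control; Buffer or medium: HEPES pH 7.0, NaCl, Pluronic buffer; Signal: fluorescence polarization; Read-out: percent inhibition of probe binding, normalized to plate controls; Timing: pre-incubation 45 min, probe exposure 60 min, at 25 °C; Dosing: 8.92 µM, single dose.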
PG9 binder: PG9 antibody binding by small molecule; TR-FRET gp120-PG9 antibody binding; inhibition, % at 6.7 µM; 360,000 compounds, 0.43% hits; AID 624416; in the data active means inhibition above about 8.5%
Numbers without * were called inactive; / = not tested or not shown. These rows are one share of the data; rates above refer to the full screens.

SMILES	PRMT1 FP inh	Rev-erbA mod	LEDGF integ inh	rCAG binder	TDP2 inh	SIAE primary	TCR CD3 inh	HTRA1 inhibitor	mABHD4 FP	PG9 binder
O=C(COC(=O)c1ccccc1NCCO)NCC1CCCCC1	1	-4	-1	2	5	-2	1	3	6	1.0
Oc1ccccc1N1CCN(C(=S)Nc2ccc(SC(F)F)cc2)CC1	10	6	-7	4	-3	6	-7	0	-1	-0.5
Cc1cc(C)cc(NC(=O)Nc2cc(S(=O)(=O)N(C)C)ccc2C)c1	3	-3	3	15	-15	-14	0	/	-28	0.1
COc1ccc(/C(O)=C2/C(=O)C(=O)N(CCN(C)C)C2c2ccc(OC)c(OC)c2)c(C)c1 (configuration not stated)	0	1	-1	4	7	4	7	-3	2	-0.2
CC(C)Nc1nc2c(c(=O)n(C)c(=O)n2C)n1C	1	-2	-4	1	8	3	2	-4	-3	0.4
C=CCNCCOCCSc1ccc(Cl)cc1	5	-4	-2	-1	-6	2	2	2	9	-0.4
CCOC(=O)c1ccc(NC(=O)c2ccc(CN3CCOCC3)cc2)cc1	0	-1	3	-5	-3	2	5	-6	0	-0.3
Cc1ccccc1NC(=S)N(C)C1(c2ccccc2Cl)CCCCC1=O (configuration not stated)	0	2	-4	0	0	2	-3	-12	0	0.6
Cc1n[nH]c(=O)nc1N1CCN(c2ccccc2)CC1	1	-2	-2	-1	6	-3	-2	1	5	-1.3
O=C(CSc1cccc[n+]1[O-])NC(=O)c1ccc(OC(F)F)cc1	-5	-3	0	0	11	1	-4	0	0	-2.2
Cc1cc(C)c2c(c1)-c1c(ssc1=S)C(C)(C)N2C(=O)CN1C(=O)c2ccccc2C1=O	0	2	1	1	1	8	-3	-4	3	-0.2
Cc1ccc(-c2nnn(CC(=O)N(c3ccccc3)C(C(=O)NC3CCCC3)c3ccco3)n2)o1 (configuration not stated)	-1	-1	2	2	-15	2	-4	-5	-1	-0.3
Brc1ccc(-n2cc(-c3ccccc3)c3c(NN4CCOCC4)ncnc32)cc1	1	-7	2	0	8	3	-2	-6	-7	0.7
CCOc1ccc(CCNC(=O)Cn2cccc2C(=O)c2ccccc2)cc1OCC	-3	2	8	-8	7	-1	-4	1	4	-0.8
COc1ccc2oc(C(=O)NCCC(C)C)c(C)c2c1	3	-6	-5	-5	9	1	2	-8	5	0.0
Cc1cc(C(=O)NC2CCN(Cc3ccccc3)CC2)n[nH]1	-2	0	-1	0	-2	2	9	6	5	0.9
CN(Cc1cccc([N+](=O)[O-])c1)Cc1cccc2ccccc12	-4	1	6	-1	-6	4	2	-13	-1	-1.4
COc1cccc(CN(C)C(=O)CCC(=O)c2cc(Br)ccc2OC)c1	-5	-7	1	-5	-3	-7	-5	-23	9	-0.5
CSCCC(NC(=O)c1ccccc1C)C(=O)O (configuration not stated)	0	-1	-2	-2	9	1	5	-6	2	-1.9
CN(CC(=O)Nc1cccc(F)c1)C(=O)c1cc([N+](=O)[O-])ccc1N1CCCCC1	-9	-2	1	0	-18	0	-4	-4	0	-2.6

Exported with bars between the fields: part of the list above
SMILES | PRMT1 FP inh | Rev-erbA mod | LEDGF integ inh | rCAG binder | TDP2 inh | SIAE primary | TCR CD3 inh | HTRA1 inhibitor | mABHD4 FP | PG9 binder
Cc1n[nH]c(=O)nc1N1CCN(c2ccccc2)CC1 | 1 | -2 | -2 | -1 | 6 | -3 | -2 | 1 | 5 | -1.3
O=C(CSc1cccc[n+]1[O-])NC(=O)c1ccc(OC(F)F)cc1 | -5 | -3 | 0 | 0 | 11 | 1 | -4 | 0 | 0 | -2.2
Cc1cc(C)c2c(c1)-c1c(ssc1=S)C(C)(C)N2C(=O)CN1C(=O)c2ccccc2C1=O | 0 | 2 | 1 | 1 | 1 | 8 | -3 | -4 | 3 | -0.2
Cc1ccc(-c2nnn(CC(=O)N(c3ccccc3)C(C(=O)NC3CCCC3)c3ccco3)n2)o1 (configuration not stated) | -1 | -1 | 2 | 2 | -15 | 2 | -4 | -5 | -1 | -0.3
Brc1ccc(-n2cc(-c3ccccc3)c3c(NN4CCOCC4)ncnc32)cc1 | 1 | -7 | 2 | 0 | 8 | 3 | -2 | -6 | -7 | 0.7
CCOc1ccc(CCNC(=O)Cn2cccc2C(=O)c2ccccc2)cc1OCC | -3 | 2 | 8 | -8 | 7 | -1 | -4 | 1 | 4 | -0.8
COc1ccc2oc(C(=O)NCCC(C)C)c(C)c2c1 | 3 | -6 | -5 | -5 | 9 | 1 | 2 | -8 | 5 | 0.0
Cc1cc(C(=O)NC2CCN(Cc3ccccc3)CC2)n[nH]1 | -2 | 0 | -1 | 0 | -2 | 2 | 9 | 6 | 5 | 0.9
CN(Cc1cccc([N+](=O)[O-])c1)Cc1cccc2ccccc12 | -4 | 1 | 6 | -1 | -6 | 4 | 2 | -13 | -1 | -1.4
COc1cccc(CN(C)C(=O)CCC(=O)c2cc(Br)ccc2OC)c1 | -5 | -7 | 1 | -5 | -3 | -7 | -5 | -23 | 9 | -0.5
CSCCC(NC(=O)c1ccccc1C)C(=O)O (configuration not stated) | 0 | -1 | -2 | -2 | 9 | 1 | 5 | -6 | 2 | -1.9
CN(CC(=O)Nc1cccc(F)c1)C(=O)c1cc([N+](=O)[O-])ccc1N1CCCCC1 | -9 | -2 | 1 | 0 | -18 | 0 | -4 | -4 | 0 | -2.6

(cont.)
SMILES	PRMT1 FP inh	Rev-erbA mod	LEDGF integ inh	rCAG binder	TDP2 inh	SIAE primary	TCR CD3 inh	HTRA1 inhibitor	mABHD4 FP	PG9 binder
CC(C)(C)c1ccc(-c2ccc3c(c2)S(=O)(=O)c2ccccc2C3=O)cc1	0	11	-3	1	1	3	-2	3	1	0.0
CN(C)CCC1c2ccc(Cl)cc2CCc2cccnc21 (configuration not stated) (tested in a mixture with another compound)	1	5	7	2	-6	0	3	-2	2	-2.6
CC1(C(=O)O)COC(c2ccc(Cl)cc2)OC1 (configuration not stated)	2	-4	-3	-4	-4	4	4	2	2	-1.2
C=C(C)Cn1c(=O)c2c(nc3n2CCCN3Cc2ccccc2)n(C)c1=O	1	-1	-4	-9	-6	8	-5	4	-6	0.6
Cn1nnnc1SCc1ccc(C(=O)Nc2ccc(Br)cc2)cc1	0	4	2	0	-6	-2	2	-5	-2	-0.2
Cn1c(=O)[nH]c(=O)c2c1nc(Br)n2CC(O)c1ccccc1 (configuration not stated)	0	-1	4	-3	-1	2	2	5	6	-0.1
CCOc1ccc(-n2c(Cc3cc(=O)[nH]c(=O)[nH]3)nnc2SC(C)C)cc1	5	3	1	-5	-3	-6	-2	2	4	-0.8
O=C(O)CCCCCCCCCC[n+]1ccccc1	-1	1	0	-2	8	-4	7	-2	-3	0.3
CC(C)CC1C(C#N)=C(N)Oc2n[nH]c(-c3cccs3)c21 (configuration not stated)	-2	0	6	11	-8	4	5	7	-1	-3.5
N=C1C(c2ccccc2)=C(O)CN1NC(=O)c1ccccc1	5	-5	-5	2	-9	1	-4	7	3	-1.5
CC1(C)OC(=O)N(CCC(=O)Nc2cccc(F)c2)C1(C)O (configuration not stated)	-2	2	-2	0	11	-5	3	1	3	-0.6
O=C(N/N=C/c1cc2c(cc1[N+](=O)[O-])OCO2)c1ccc2c(c1)OCO2	16	11	6	7	1	-4	-9	0	10	0.8
CC(C)C[C@H]1CNC(=O)C(=O)N1C[C@@H]1CCCN1C[C@H](Cc1ccccc1)N1C[C@H](Cc2ccccc2)N(CCc2ccccc2)C(=O)C1=O	-4	-3	-3	3	-3	-2	4	/	4	1.2
Cc1ccc(N=C2NC(=O)/C(=C/c3cccnc3)S2)c(C)c1	4	-5	-1	13	-2	-2	-6	9	-8	0.5
CCOC(=O)C1CCC(C(=O)OCC)N1c1ccc(C=O)cc1 (configuration not stated)	-1	0	5	16	0	-4	5	1	-12	-0.1
O=C(COC(=O)/C=C/c1cccs1)Nc1cccc(S(=O)(=O)N2CCOCC2)c1	-4	0	3	3	13	-1	6	-8	-11	-0.1
c1ccc(Nc2nc(N3CCCCC3)nc(N3CCCCC3)n2)cc1	-3	0	3	4	-28	-10	-1	-2	-2	1.6
C/C(=C\c1ccccc1F)C(=O)c1c(C)cc(C)[nH]c1=O	0	0	-5	-3	-2	-1	-6	4	-5	0.7
O=S(=O)(Nc1ccc(N2CCOCC2)cc1)c1ccc(F)cc1	4	-2	-1	-1	-3	2	0	-2	-1	1.1
CC(=O)Nc1sc(C)c(C)c1C(=O)OCC(=O)NCc1ccc(Cl)cc1	-1	24*	2	2	-20	-17	3	2	-8	7.8
Cc1noc(C)c1C(=O)OCC(=O)Nc1ccccc1Oc1ccccc1	-3	0	1	1	-24	0	3	-1	-8	0.8
Cc1cc(F)ccc1C(O)c1ncc(-c2ccc(Cl)cc2)[nH]1 (configuration not stated)	1	2	-2	1	-4	-5	-2	/	-4	-1.4
CNc1nc(-c2ccc3c(c2)CCN3C(=O)CC(C)(C)C)c(C)s1	-1	4	6	8	-7	12	6	-14	7	2.6
Cc1cc(C)nc(SCC(=O)c2ccc(F)cc2)n1	-1	-6	-1	-5	-6	3	0	0	1	-1.6
COc1cccc(-c2nnc(SCC(=O)Nc3ccc4c(c3)OCCO4)n2Cc2ccco2)c1	-4	0	5	0	1	-3	5	-14	-7	0.6
C=CCNc1ncnc2c1ncn2[C@H]1CN(Cc2ccc(-c3ccccc3)cc2)C[C@@H](CO)O1	-6	0	0	3	-10	-5	2	/	0	-2.1
Cc1cc2c3ccccc3ncn2n1	-3	0	-5	-2	-3	0	1	4	5	0.9
CCOC(=O)CNC(=S)N(Cc1ccc(C)cc1)Cc1ccc(C)o1	6	-3	-3	5	-3	1	5	-8	2	-0.4
COc1cc(C(=O)N2CCN(Cc3ccc4c(c3)OCO4)CC2)c([N+](=O)[O-])cc1OC	1	-2	1	-4	7	4	-9	-4	0	0.8
Cc1cccc(NC(=O)c2cc(NC(=O)C3CCCCC3C(=O)O)ccc2N2CCCCC2)c1 (configuration not stated)	3	-12	1	31	-6	-5	-5	-11	18	1.2
CC1(C(=O)Nc2ccc3c(c2)OCO3)CCN1C(=O)CCc1ccc(Cl)cc1Cl (configuration not stated)	-5	-2	1	2	7	1	-2	/	-4	-0.1
CC(=O)O[C@@H]1CCC[C@@]2(C(=O)N(Cc3ccccc3)c3ccc(-c4c(C)noc4C)cc32)[C@H]1NC(=O)CCc1ccccc1	0	-2	5	9	-1	-1	/	/	-14	/
CCOc1ccc(/C=c2\sc3nc(-c4ccco4)nn3c2=O)cc1OCC	20	-4	16*	27	-4	8	0	0	2	0.3
CCN(CC)S(=O)(=O)c1cc(NS(=O)(=O)c2c(Cl)cccc2Cl)ccc1C	-2	1	5	34	-2	-2	-10	-6	-2	-1.6
COC(=O)COc1ccc(/C=N/NC(=O)CN(c2ccccc2OC)S(=O)(=O)c2ccccc2)cc1	4	3	-3	2	-3	-4	-7	-14	0	0.3
